# HttQ103 aggreg – reduces HttQ103-GFP aggregates in PC12 cells. PC12 HttQ103-GFP aggregates, Acumen cytometry, 40 h. hit rate 1.1% among 220,000. Potency, µM (titrated, usually from 46.1 µM), for inactives: top-dose activity change, negative = inhibition, most hits filed as inhibitors; further: on the % scale 0 is the no-effect control and ±100 the full control effect; nearly all actives have a fitted effect of over 60% in size
#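 Huntingtin Q103 exon 1–GFP aggregates in induced PC12 cells (100 nM tebufenozide) were quantified by cytometry from lysates, with compounds dosed in titration.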
# HTT ATP protect – protects HTT-Q103 PC12 cells, measured by ATP | PC12 HTT-Q103 induced, cytoprotection, ATP luminescence, 40 h | Potency, µM (top dose mostly 56.4 µM), without a hit: cytoprotection (ATP increase), actives largely listed as activators | hit rate 0.14% among 230,000;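 further: % of control where 0% means no effect; nearly all actives have a fitted effect of over 45% in size; toxic huntingtin expression switched on by the ecdysone agonist tebufenozide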
#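 Rat PC12, Q103 Htt exon1-GFP fusion, ecdysone promoter; tebufenozide inducer 100 nM final; compound titration; qHTS, 1500 cells/well; ATPlite luminescent read.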
# ALDH1A1 block – inhibitors of human aldehyde dehydrogenase 1A1; Potency, µM (doses to about 75.3 µM), for inactives: at the top dose activity, negative = inhibition, usual class: inhibitors; P00352; hit rate 7.3% among 220,000; Purified ALDH1A1, NADH fluorescence, propionaldehyde substrate; active means well fitted inhibition curve with a large enough effect, not every such curve was filed as active; inconclusive means small, poorly fitted or top-dose-only effect, or another doubt; inactive means no such curve, though single readings can be large or run the other way;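 further: plate controls were no enzyme wells and a reference inhibitor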
# Target sequence (P00352 whole entry, looked up): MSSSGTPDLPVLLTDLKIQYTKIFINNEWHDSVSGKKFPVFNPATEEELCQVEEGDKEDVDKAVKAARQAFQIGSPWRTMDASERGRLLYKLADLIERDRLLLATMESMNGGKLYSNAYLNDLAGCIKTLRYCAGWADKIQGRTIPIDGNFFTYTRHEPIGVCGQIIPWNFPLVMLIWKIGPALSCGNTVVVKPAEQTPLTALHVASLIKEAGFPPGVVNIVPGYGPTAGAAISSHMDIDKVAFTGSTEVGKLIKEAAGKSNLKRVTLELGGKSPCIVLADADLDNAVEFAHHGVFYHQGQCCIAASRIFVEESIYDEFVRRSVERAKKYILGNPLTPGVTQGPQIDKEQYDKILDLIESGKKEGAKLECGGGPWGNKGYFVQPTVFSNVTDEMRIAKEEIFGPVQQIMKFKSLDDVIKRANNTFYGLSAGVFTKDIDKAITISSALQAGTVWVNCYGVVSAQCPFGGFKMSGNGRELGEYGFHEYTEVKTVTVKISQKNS
# JMJD2E inh – blocks human JMJD2E demethylase activity; B2RXH2; JMJD2E catalytic domain, FDH-coupled NADH fluorescence (FDH is formaldehyde dehydrogenase); Potency, µM (highest dose often 57.1 µM), for the others: at the top dose activity change, negative = inhibition, most hits filed as inhibitors; hit rate 1.6% among 230,000; active means well fitted inhibition curve with a large enough effect, not every such curve was filed as active; inconclusive means small, poorly fitted or top-dose-only effect, or another doubt; inactive means no such curve, though single readings can be large or run the other way;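 further: 0% = wells with enzyme and -100% = buffer wells without enzyme; nearly all actives have a fitted effect of over 50% in size; many of its hits are not listed in these tables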
# Target sequence (B2RXH2 1-337 limits assumed): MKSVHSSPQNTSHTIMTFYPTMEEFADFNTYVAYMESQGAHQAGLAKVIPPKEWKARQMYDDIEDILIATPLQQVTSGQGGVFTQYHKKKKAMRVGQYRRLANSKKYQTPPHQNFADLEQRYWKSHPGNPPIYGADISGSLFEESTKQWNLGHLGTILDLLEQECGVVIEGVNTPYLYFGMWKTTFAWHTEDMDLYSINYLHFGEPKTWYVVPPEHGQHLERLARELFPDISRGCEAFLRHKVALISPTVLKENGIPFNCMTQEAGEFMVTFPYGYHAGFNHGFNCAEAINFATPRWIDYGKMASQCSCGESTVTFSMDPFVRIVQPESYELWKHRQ
# Tau ThT inhib – inhibitors of human tau fibril formation, thioflavin T binding; P10636; recombinant tau K18 P301L, heparin-induced fibrillization, ThT fluorescence; Potency, µM (highest dose often 57.4 µM), for the others: at the highest dose activity, negative = inhibition, usual class: inhibitors; hit rate 2.1% among 270,000; further: on the % scale 0 is the no-effect control and ±100 the full control effect; nearly all actives have a fitted effect of over 55% in size
# Target sequence (P10636 561-689 P618L limits assumed): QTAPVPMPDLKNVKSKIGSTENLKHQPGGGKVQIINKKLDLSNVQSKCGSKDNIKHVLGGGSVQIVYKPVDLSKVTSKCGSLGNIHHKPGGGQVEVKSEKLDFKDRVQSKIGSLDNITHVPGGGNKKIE
#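 Tau K18 P301L fragment (15 uM unlabeled plus 0.24 uM Alexa 594-labeled) in 100 mM sodium acetate pH 7 with compound, fibrillization induced by 20 uM heparin for 6 hr at 37 C. Thioflavin T (30 uM) added, fluorescence read after 1 hr (ex 450, em 510 nm).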
# SMN2 splice up – SMN2 splice variant enhancement; HEK293 SMN2-luciferase splicing reporter, luminescence, 30-36 h; Potency, µM (titrated, usually from 46.1 µM), for the others: at the top dose activity change, positive = activation, usual class: activators; hit rate 2.8% among 210,000; AID 1458; further: % of control where 0% means no effect; nearly all actives have a fitted effect of over 55% in size
#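 HEK293 cells carry an SMN2 […]–luciferase reporter in which exon 7 inclusion puts luciferase in frame. Cells were plated 10-12 h before compound addition, then incubated 30-36 h at 37C. ONE-Glo luminescence was read; sodium butyrate at 4.5 mM final served as control.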
# Tau fluor cs – counter-screen for tau fibril formation inhibitors; Potency, µM (titrated, usually from 57.7 µM), inactives show at the highest dose activity change, negative = decrease; hit rate 0.93% among 280,000; tau K18 P301L Alexa594 fluorescence, heparin fibrillization; further: on the % scale 0 is the no-effect control and ±100 the full control effect; nearly all actives have a fitted effect of over 55% in size
#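 Human K18 P301L tau (15 uM unlabeled plus 0.24 uM Alexa 594-labeled, final) in 100 mM sodium acetate pH 7 was mixed with compound and 20 uM heparin and incubated 6 hr at 37 C.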
# Tau FP inhib – blocks human tau fibril formation measured by polarization; hit rate 0.39% among 280,000; Potency, µM (series often up to 57.7 µM), for inactives: top-dose activity, negative = inhibition, actives largely listed as inhibitors; P10636; AID 1468; K18 P301L tau heparin fibrillization, Alexa594 FP, 6 h; further: on the % scale 0 is the no-effect control and ±100 the full control effect; nearly all actives have a fitted effect of over 55% in size
#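 Heparin (20 uM) drove fibril formation of recombinant tau K18 P301L, 15 uM unlabeled with 0.24 uM Alexa 594 label, for 6 hr at 37 C in 100 mM sodium acetate pH 7. Fluorescence polarization (555/632 nm) read 1 hr after 30 uM ThT.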
# * marks the source's active call; other numbers are inactive results; ? = inconclusive; . = not tested or not shown; [ ] = remark or other dose. Unless noted, the call rests on the fitted dose curve; in most records, active means well fitted curve in the direction sought with a large enough effect; inconclusive means small, poorly fitted or top-dose-only effect, or another doubt; inactive means no such curve, though single readings can be large; an effect the other way counts as inactive or inconclusive. Potency means the concentration at half of the fitted maximal effect. A portion of the library (hit frequency here may not be typical).
SMILES | HttQ103 aggreg | HTT ATP protect | ALDH1A1 block | JMJD2E inh | Tau ThT inhib | SMN2 splice up | Tau fluor cs | Tau FP inhib
Cc1ccc(N(C)C(=O)N2CCN(S(=O)(=O)c3ccc(C)c(C)c3)CC2)cc1 | -15% | 0% | 3% | -2% | -16% | 4% | -9% | -5%
O=C(COc1ccccc1F)Nc1cc(S(=O)(=O)N2CCOCC2)ccc1N1CCOCC1 | 3% | -22%[10 µM] | 12% | 5% | -5% | 14% | -13% | -8%
Cc1nn(C(C)c2nc(-c3ccccc3)no2)c(C)c1[N+](=O)[O-] (stereo unspecified) | -2% | -1% | -7% | 5% | -6% | -16% | -15% | -3%
CCCCN(C)C(=O)C1CCN(Cc2ccc(OCc3ccccc3)cc2)CC1 | -12% | 14%[10 µM] | -13% | ? | -7% | -14% | -8% | -10%
Cn1c(=O)n(C/C=C/c2ccccc2)c(=O)c2c1nc1n2CCCN1Cc1ccccc1 | ? | -33% | -10% | -11% | -10% | . | -21% | ?
C=CCOc1ccc(Br)cc1CNCC | 10% | . | -8% | -5% | 0% | 10% | -3% | 0%
COc1ccccc1-c1nnc(NC(=O)C(C)C)s1 | 6% | -14% | ? | ? | -4% | 19% | -1% | -12%
Nc1cc(N)nc(CS)n1 | 0%[9.22 µM] | -10%[10 µM] | . | 0% | -9% | . | -5% | ?
Cc1ccc(S(=O)(=O)NCC(c2cccnc2)N(C)C)cc1 (stereo unspecified) | 14% | 9% | 32µM* | 2% | -4% | -11% | 4% | 4%
COc1ccc(N2CCN(C(=O)CN(Cc3ccc(Cl)cc3)S(C)(=O)=O)CC2)cc1 | -2%[1.84 µM] | 14% | 5% | 0% | -15% | -38% | -20% | 7%
COc1cc(OC)cc(N2CC(C)(C)C2=O)c1 | -19% | -16% | -4% | 3% | 0% | -1% | 0% | -1%
Cc1ccc(S(=O)(=O)NCC(=O)N(CC(=O)NC2CCCCC2)CC2CCCO2)cc1 (stereo unspecified) | 3% | 10% | -12% | 6% | 0% | 3% | -4% | -1%
COC(=O)c1ccc(NC(=O)Cc2ccc(F)cc2)cc1 | 1% | -17% | 3% | -4% | -7% | 5% | -6% | -6%
CC(=O)Nc1nc(CCN2C(=O)c3ccccc3C2=O)cs1 | -8% | 37%[10 µM] | -1% | 14% | -2% | -13% | 2% | -6%
CCOC(=O)C1CCN(c2c(C(=O)c3ccc(OC)cc3)cnc3ccccc23)CC1 | . | . | . | . | -19% | 18% | -18% | 8%
CC(O)c1nc2ccccc2n1CC(=O)N1CCN(c2ccccc2)CC1 (stereo unspecified) | 16% | -15%[10 µM] | ? | -4% | -6% | -1% | -7% | -7%
CCOc1ccc(C(CC(=O)O)NC(=O)COc2ccccc2OC)cc1OC (stereo unspecified) | 6% | -41%[inhibitor] | 7% | -4% | -3% | 22µM* | -1% | 5%
O=C1Nc2ccc(Br)cc2C12NNc1ccccc1O2 (stereo unspecified) | 22% | -4% | 9% | -1% | 8.9µM* | -4% | 7.1µM*[quencher] | 15%
COC(=O)C(Cc1ccc(O)cc1)NC(=O)c1ccccc1 (stereo unspecified) | -1% | 17% | 3% | 0% | -14% | 29% | -6% | -2%
CCOc1c(Cl)cc(C(=O)N(Cc2ccc(N(C)C)cc2)Cc2ccco2)cc1Cl | . | . | . | . | ? | 6% | -25% | 8%
O=C1NCCCC1C(=O)N/N=C/c1ccccc1[N+](=O)[O-] (stereo unspecified) | 3%[9.22 µM] | -3%[10 µM] | 0% | 12% | -10% | . | 1% | -7%
[O-][n+]1cccc2ncc3cscc3c21 | -14% | . | 0% | ? | -1% | 8% | 5% | 3%
CC(C)Oc1ccc(C(=O)Nc2ccc(C(F)(F)F)n(C)c2=O)cc1 | 3% | 11%[10 µM] | 1% | 3% | -7% | -2% | -6% | 11%
CCSc1nnc2nc3[nH]c4c(C)cccc4c3nn12 | -11% | -53%[inhibitor] | 14% | 3% | ? | -13% | -2% | 7%
O=C(NC1CCN(Cc2ccccc2)CC1)c1ccccc1F | 2%[9.22 µM] | -7% | -6% | 6% | 0% | -12% | -1% | -6%
COc1ccc(S(=O)(=O)N2CCC(C(=O)NC3CC3)CC2)cc1Cl | -22% | 8% | 1% | 1% | -5% | ? | 1% | 5%
Cc1c(Cl)cccc1NC(=S)N=Nc1c(O)n(CN2CCOCC2)c2ccccc12 | -22% | . | ? | 3% | ? | -90%[inhibitor] | 18µM*[quencher] | -14%
CCCCCOC(=O)CSc1nc2c(c(=O)[nH]c(=O)n2C)n1CCc1ccccc1 | -4% | 8%[1.9 µM] | 25µM* | 2% | ? | 13% | -4% | -4%
O=C1c2ccsc2SCCN1Cc1ccc(Cl)cc1 | -12% | 2% | ? | 8% | -7% | -16% | -14% | -1%
O=[n+]1c2c(n([O-])c3c1CCCC3)CCCCC2 | 2% | -1% | 9% | 0% | -5% | 11% | 3% | -2%
CN(C)c1cc(-c2ccc(Cl)c(Cl)c2)oc(=O)c1Cl | 5%[9.22 µM] | -11%[10 µM] | . | 5% | 6% | . | 7% | 8%
CCn1c(=O)c(=O)[nH]c2cc(C(=O)NC3CCCc4ccccc43)ccc21 (stereo unspecified) | ? | -34% | ? | ? | -18% | ? | -5% | 2%
Cc1noc(C)c1COC(=O)c1ccc(F)c(S(=O)(=O)N2CCCCC2)c1 | -5% | -16% | ? | -2% | 4% | -27% | -10% | -3%
CCCCC(=O)Nc1ccc(Cl)cn1 | -1% | -2%[10 µM] | 6% | 7% | 3% | -4% | 0% | 0%
O=C1S/C(=C\C=C\c2ccco2)C(=O)N1c1ccccc1 | ? | 8%[10 µM] | 20µM* | ? | 14µM* | -9% | ? | ?
Cc1nc2c(c(=O)n1Cc1ccco1)c1nc3ccccc3nc1n2Cc1ccccc1 | -12% | -21% | ? | ? | ? | . | -16% | -5%
CCC(C(=O)NC(C)(C)C)N(Cc1cccs1)C(=O)CNS(=O)(=O)c1ccccc1 (stereo unspecified) | 3%[9.22 µM] | 23%[10 µM] | . | 1% | . | . | -8% | -2%
CN(C(=O)COC(=O)c1ccc([N+](=O)[O-])cc1N)c1ccccc1 | 2% | -54%[inhibitor][10 µM] | -5% | 4% | -19% | 19% | -19% | -7%
O=C(/C=C/c1ccccc1Cl)Nc1ccccc1 | -23%[9.22 µM] | 16%[10 µM] | . | -2% | 1% | . | ? | ?
COC(=O)C1=C(C)N(c2ccc(C)c(C)c2)/C(=C/c2cccs2)C1=O | 17% | -18% | 1% | 5% | ? | -17% | -6% | -1%
COc1ccc(-n2c(Cc3cccn3C)nnc2SCC(=O)Nc2ccc(F)cc2F)cc1 | 29% | -4% | 10µM* | -11% | -12% | -6% | -6% | 2%
CCOC(=O)c1oc2ccc(Cl)cc2c1NC(C)=O | 7% | -28% | -2% | ? | -7% | -6% | -3% | 3%
Cc1cc(C)c2c(-n3cccc3)c(C(=O)NNS(=O)(=O)c3ccc(Cl)cc3)sc2n1 | 1% | -15% | 1µM* | -4% | ? | -9% | -21% | 2%
O=C(NCc1cccc(F)c1)c1ccc(N2C(=O)Cn3c(cc4sccc43)C2=O)cc1 | -8% | -7%[10 µM] | -2% | ? | -2% | -7% | -20% | -12%
O=C(CSc1ccsc1[N+](=O)[O-])NCCc1ccc(Cl)cc1 | 10% | 17% | 17% | -2% | -14% | -13% | -19% | 5%
CO[C@H]1COC(=O)[C@@H](CCSC)NC(=O)C/C=C\[C@@H](C)[C@H](OC)COC(=O)[C@@H](OCc2ccccc2)/C=C\[C@@H]1C | . | -45%[inhibitor][10 µM] | -6%[13.5 µM] | . | -9%[11.5 µM] | . | -12%[11.6 µM] | -1%[11.6 µM]
Nc1ccc(OCc2ccccc2)cc1 | -24% | -19% | -12% | 4% | ? | 13µM* | -17% | 11%
COc1ccc(CNC(=O)CN2C(=O)C(C)N(c3ccc(C)cc3)C2=O)cc1 (stereo unspecified) | -1%[9.22 µM] | 9% | -9% | -6% | -14% | -13% | -13% | 4%
CCN1C(=O)C(CC(=O)Nc2ccc(OC)cc2)N(Cc2cccs2)C1=S (stereo unspecified) | 6% | -24% | -3% | 1% | 0% | -11% | -22% | -2%
CC(C)=CC(=O)OCC(=O)Nc1ncc(Cl)c(C)c1Cl | -3% | -21% | -10% | 4% | -6% | 6% | -5% | 4%
CC1=C(C(=O)O)N2C(=O)C(NC(=O)c3nn(C)c(C)c3Cl)C2SC1 (stereo unspecified) | 5% | 12% | -3% | 1% | -11% | -3% | -5% | -8%
COc1ccc(C)cc1S(=O)(=O)N(CC(=O)O)c1ccc(F)cc1 | 3% | -3% | 10% | 2% | 3% | 4% | 0% | 2%
O=C(C(c1ccccc1)c1ccccc1)N1CCN(CCN2C(=O)c3cccc4cccc(c34)C2=O)CC1 | ? | -4%[10 µM] | -14% | -5% | -16% | 7% | -13% | 5%
O=C(CSc1nnc(Nc2ccccc2F)s1)Nc1cccc(S(=O)(=O)N2CCCCC2)c1 | 0% | 8%[10 µM] | 22µM* | -18% | -5% | 6% | ? | ?
Cc1ccccc1NC(=O)C(NS(=O)(=O)c1ccc2c(c1)c(=O)n(C)c(=O)n2C)c1ccccc1 (stereo unspecified) | -3% | -22% | -2% | -6% | -13% | -6% | -11% | -1%
O=C(CSc1ccc(Cl)cc1)NC(=O)NCc1ccco1 | 3% | ? | -7% | -10% | -17% | -10% | -16% | -5%
CC(C)C(=O)N1CCN(c2ccc(NC(=O)c3ccc([N+](=O)[O-])o3)cc2Cl)CC1 | 18% | -5% | ? | 3% | ? | -1% | -8% | 0%
Cc1ccc2cccc(Oc3ncnc4sc(C)c(C)c34)c2n1 | 31% | -3%[10 µM] | 7% | 5% | -4% | 5% | -2% | 6%
O=C(NCc1ccco1)[C@@H]1CCCN1C(=O)c1cccs1 | ? | 4% | 5% | -1% | -23% | ? | -3% | -8%

# At a glance, some entries already given.
SMILES | HttQ103 aggreg | HTT ATP protect | ALDH1A1 block | JMJD2E inh | Tau ThT inhib | SMN2 splice up | Tau fluor cs | Tau FP inhib
Cc1ccc2cccc(Oc3ncnc4sc(C)c(C)c34)c2n1 | 31% | -3%[10 µM] | 7% | 5% | -4% | 5% | -2% | 6%
O=C(NCc1ccco1)[C@@H]1CCCN1C(=O)c1cccs1 | ? | 4% | 5% | -1% | -23% | ? | -3% | -8%

# Screening results from PubChem BioAssay.
